STEP block: inhibitors of human striatal-enriched phosphatase STEP | P54829 | recombinant STEP, OMFP fluorogenic substrate, fluorescence | inhibition, % at 20 µM | 0.25% of 360,000 active | AID 588621;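 active means inhibition at 20 µM, scaled per plate between control wells, above about 37%, limit read from the data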;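 further: 0% = DMSO with enzyme and substrate and 100% = substrate only without enzyme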
Target sequence (P54829 whole entry, looked up): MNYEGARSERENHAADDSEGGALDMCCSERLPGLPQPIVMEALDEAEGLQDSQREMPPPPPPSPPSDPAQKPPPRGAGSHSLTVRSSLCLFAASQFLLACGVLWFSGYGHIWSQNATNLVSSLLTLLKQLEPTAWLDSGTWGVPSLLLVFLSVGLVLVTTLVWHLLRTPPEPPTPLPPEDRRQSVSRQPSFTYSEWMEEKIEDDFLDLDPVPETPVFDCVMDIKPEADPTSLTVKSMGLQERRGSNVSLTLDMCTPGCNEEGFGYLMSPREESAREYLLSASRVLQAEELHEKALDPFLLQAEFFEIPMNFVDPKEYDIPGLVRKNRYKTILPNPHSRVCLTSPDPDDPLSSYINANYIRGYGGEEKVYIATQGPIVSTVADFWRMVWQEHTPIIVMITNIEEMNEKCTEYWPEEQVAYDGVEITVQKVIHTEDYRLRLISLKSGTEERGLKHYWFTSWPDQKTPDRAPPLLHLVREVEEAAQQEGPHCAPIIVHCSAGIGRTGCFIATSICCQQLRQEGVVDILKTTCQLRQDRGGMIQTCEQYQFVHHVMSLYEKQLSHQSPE
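Test system: STEP tyrosine phosphatase / Reagent: OMFP at 25 µM / Doses: 20 µM, 1% DMSO / Read-out: percent inhibition scaled to no-enzyme and uninhibited-enzyme controls, plate-pattern corrected / Detection: FITC-channel fluorescence of OMFP product / Medium: Bis-Tris buffer pH 6.0, 2.5 mM DTT, 0.005% Tween 20 / Schedule: 20 min at room temperature, dark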
LMPTP block: blocks human LMPTP phosphatase; P24666; recombinant LMPTP-A, OMFP fluorogenic substrate, fluorescence intensity; inhibition, % at 20 µM; 0.22% of 360,000 active; AID 651560;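 active means compounds that cut the enzyme signal by at least half of the control window in the single-dose screen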;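 further: plate controls were DMSO wells with enzyme plus substrate for no effect and substrate without enzyme for full effect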
Target sequence (P24666 whole entry, looked up): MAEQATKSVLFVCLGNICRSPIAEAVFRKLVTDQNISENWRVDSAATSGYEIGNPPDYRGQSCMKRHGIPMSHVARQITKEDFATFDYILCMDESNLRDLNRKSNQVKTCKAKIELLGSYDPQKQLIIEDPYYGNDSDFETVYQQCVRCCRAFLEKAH
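Assay system: LMPTP-A enzyme. Input: 0.625 nM LMPTP-A final. Probe or stimulus: 400 µM OMFP. Compound dosing: single 20 µM dose. Schedule: 50 min dark incubation at room temperature. Detection: fluorescence intensity of OMFP turnover product. Read-out: percent inhibition versus substrate-only and uninhibited controls. Benchmarks: no-enzyme low control, uninhibited high control.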
SUMO1-SIM PPI: modulators of human SUMO1-mediated protein-protein interactions. AID 602429. SUMO1 binding to a labelled peptide, TR-FRET, 1 h. P63165. inhibition, % at 20 µM. 0.33% of 360,000 active; in the data active means inhibition above about 37%
Target sequence (P63165 whole entry, looked up): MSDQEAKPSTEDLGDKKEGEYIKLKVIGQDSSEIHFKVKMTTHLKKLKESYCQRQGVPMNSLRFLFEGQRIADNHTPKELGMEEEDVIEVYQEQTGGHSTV
DNMT1 inh: DNMT1 (human) enzyme inhibition | AID 588458 | inhibition (reported as % activation of signal), % at 10 µM | DNMT1 molecular beacon, Hinp1I cleavage, fluorescence | P26358 | 0.83% of 360,000 active; in the data active means inhibition above about 50%
Scp1 inh: inhibitors of human Scp-1 phosphatase | 0.88% of 340,000 active | inhibition, % at 20 µM | Recombinant Scp1, phosphopeptide, malachite green phosphate absorbance | AID 493091 | Q9GZU7;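 active means inhibition above about 50% at 20 µM, limit read from the data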;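 further: plate controls were DMSO wells with enzyme for no effect and wells lacking enzyme for full effect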
Target sequence (Q9GZU7 76-261 limits assumed): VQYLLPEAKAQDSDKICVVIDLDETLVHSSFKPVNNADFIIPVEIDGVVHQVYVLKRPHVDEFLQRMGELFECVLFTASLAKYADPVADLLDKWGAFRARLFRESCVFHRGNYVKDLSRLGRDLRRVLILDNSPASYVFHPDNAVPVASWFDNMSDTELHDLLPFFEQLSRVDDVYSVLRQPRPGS
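Test system: SCP-1 phosphatase catalytic domain, residues 76-261; measured by: colorimetric phosphate reagent with accelerator and stabiliser, absorbance at 630 nm; timing: enzyme reaction 45 min at room temperature, colour 5 min, stabilisation 30 min; also added: Phosphorylated 17-residue peptide substrate; compound dosing: one concentration, 20 µM, with 1.0% DMSO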
SKN-1 block: C. elegans SKN-1 inhibition; C. elegans VP596 Pgst-4::GFP/RFP ratio, acrylamide-induced, 24 h; inhibition, % at 21.8 µM; 0.49% of 360,000 active;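 active means interference check ratio from 0.5 to 1.5 plus GFP to RFP signal ratio inhibition reaching or exceeding a fixed threshold, cut at about 30% in these data, passing the limit was not always enough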; further: some compounds called inactive have numbers as strong as hits
NadD inh: NadD (S. aureus) enzyme inhibition. purified NadD enzyme, colorimetric absorbance read-out. inhibition, % at 20 µM. 0.78% of 360,000 active. AID 602399; in the data active means inhibition above about 26%; further: some compounds past the cut are filed as inactive
NRP1-CendR mod: NRP-1/CendR interaction modulation. O14786. FAM-RPARPAR peptide binding to NRP-1, fluorescence polarization. inhibition, % at 25 µM. 0.85% of 360,000 active;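 active means inhibition or corrected inhibition above about 18%, plus a signal ratio from 0.5 to 1.5, limit read from the data, passing the limit was not always enough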; further: strong numbers were not always called active
Neddyl block: inhibitors of human cullin neddylation | P61081+Q13564 | TR-FRET cullin neddylation, biochemical | calls only at 25 µM | 0.58% of 360,000 active | AID 651699; in the data active means inhibition above about 36%
Tb MetRS inh: blocks T. brucei methionyl-tRNA synthetase activity | purified T. brucei MetRS, ATP depletion, Kinase-Glo luminescence | 0.4% of 360,000 active | inhibition, % at 11.9 µM;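 active means inhibition above a per-plate cutoff of the control wells' mean inhibition plus 3 SD, cut at about 5.5% in these data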;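 further: 0% = DMSO wells median and 100% = median of wells with control inhibitor compound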
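technique = Kinase-Glo luminescence, ATP depletion format | system = purified MetRS (methionyl-tRNA synthetase) enzyme from Trypanosoma brucei | timing = 15 min preincubation, 2 h reaction, all 25 °C | evaluation = percent inhibition versus plate control medians | dosing = single dose, 11.9 µM final nominal, 0.9% final DMSO | also added = substrates ATP, L-methionine and bulk Escherichia coli tRNA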
An asterisk follows results filed as active; i = inactive; / = no result given.

Every second line gives: STEP block, LMPTP block, SUMO1-SIM PPI, DNMT1 inh, Scp1 inh, SKN-1 block, NadD inh, NRP1-CendR mod, Neddyl block, Tb MetRS inh
CSc1nc(-c2ccco2)nn1S(=O)(=O)c1ccc(C)cc1
    0.9, -0.3, 1.2, -2.0, -19.3, 21.3, 1.6, -5.3, i, 0.0
CC1=CC2=NC(=O)/C(=C\c3cccn3CCOc3ccccc3C)C(=N)N2O1
    1.0, 2.9, -6.4, -4.2, -11.8, 20.6, -4.2, 3.1, i, -0.2
O=C(Nc1ccccc1)OCCNC(=O)c1cccc(Cl)c1
    -0.5, -0.7, 8.8, 0.0, -2.2, -0.7, -1.0, -3.1, i, 0.7
CCOc1cc(/C=N/n2c(C)nnc2C)ccc1O
    -1.3, -3.9, -5.9, 3.1, -1.7, -17.5, -2.1, 6.9, i, 0.0
COc1cccc(C2CC(c3cccc(C)c3)n3ncnc3N2)c1 (stereo unspecified)
    1.6, -0.5, 3.9, 0.8, 3.4, 15.2, -1.3, 8.3, i, -0.1
O=C(c1ccco1)N1CCN(C(=O)c2cccc3c2C(=O)N(C2CCCCC2)C3)CC1
    2.1, -1.2, 0.9, 2.0, -6.8, -9.1, -4.3, 0.1, i, -0.4
Cc1ccc(C(=O)N/C(=C\c2ccc(C)o2)C(=O)O)cc1
    2.4, -1.6, 2.2, 16.2, 25.4, 7.6, -2.0, -33.6, i, 0.0
CC1CCCN(C(=O)COC(=O)c2cc(Br)ccc2O)C1 (stereo unspecified)
    3.3, -1.1, -1.0, 0.8, -2.7, 7.5, -6.9, -3.7, i, -0.3
CCOC(=O)CCn1cnc2ccc([N+](=O)[O-])cc2c1=O
    10.9, -2.1, -33.9, 0.6, -10.7, -6.7, -6.5, -8.6, i, -0.1
CCOc1cc(/C=N/NC(=O)CN2CCCCC2)ccc1OCc1cccc(Cl)c1
    4.4, 2.2, -6.9, -10.7, -9.6, -8.3, -13.3, -7.7, i, 0.1
COc1ccc(-c2csc(C(C)(O)c3ccc(F)c(F)c3)n2)cc1OC (stereo unspecified)
    -3.3, 3.1, -0.3, 4.6, /, 22.2, -3.4, -0.2, i, 0.2
Cc1c(C(=O)NCc2ccc(F)cc2)sc(=O)n1Cc1ccccc1
    1.8, -0.4, 2.0, 2.0, /, 3.0, -4.2, -5.2, i, 0.1
COC(=O)CSc1nc2ccccn2c(=O)c1C=O
    0.1, -0.6, -20.4, 1.3, -3.7, 7.0, 3.3, 3.6, i, 0.7
COc1ccccc1CNC(=O)C(CCSC)NC(=O)c1cccc(S(=O)(=O)N2CCOCC2)c1 (stereo unspecified)
    -1.4, -0.5, 1.7, 4.5, -2.7, 11.8, -1.7, 7.5, i, 0.0
CCNC(=O)CSc1nnc(-c2ccccc2)n1-c1ccc(OCC)cc1
    2.9, -0.7, 2.1, 3.8, -3.8, -4.5, -4.5, -9.9, i, 0.0
Cc1nn(CCCC(=O)Nc2cc(Oc3ccc(F)cc3)cc([N+](=O)[O-])c2)c(C)c1[N+](=O)[O-]
    -3.4, 2.3, -11.3, -11.1, -9.8, -6.0, -3.8, -7.4, i, -0.2
O=c1[nH]cnc2[nH]ncc12
    0.1, -4.2, -2.0, 4.6, -8.8, 2.9, 0.4, 1.8, i, -0.1
CC(C)c1ccc(NC(=O)[C@H](NC(=O)[C@@H]2Cc3ccccc3CN2)c2ccccc2)cc1
    -2.4, -0.9, 0.3, 2.4, -3.5, -15.9, 10.5, 17.1, i, -0.2
C=CCNC(=O)c1cc(-c2ccncc2)nc2c(C)cc(C)cc12
    -1.1, -1.1, -16.8, -1.9, -4.7, 8.1, 0.8, -3.6, /, -0.2
Cn1c(=O)c2c(nc(N3CCCCC3)n2CCSc2nc3ccccc3s2)n(C)c1=O
    0.6, 0.5, -2.0, 0.1, -2.5, -24.6, 1.0, 8.6, i, -1.2

Already shown: 3 of the compounds above.
Every second line gives: STEP block, LMPTP block, SUMO1-SIM PPI, DNMT1 inh, Scp1 inh, SKN-1 block, NadD inh, NRP1-CendR mod, Neddyl block, Tb MetRS inh
CSc1nc(-c2ccco2)nn1S(=O)(=O)c1ccc(C)cc1
    0.9, -0.3, 1.2, -2.0, -19.3, 21.3, 1.6, -5.3, i, 0.0
CC1=CC2=NC(=O)/C(=C\c3cccn3CCOc3ccccc3C)C(=N)N2O1
    1.0, 2.9, -6.4, -4.2, -11.8, 20.6, -4.2, 3.1, i, -0.2
O=C(Nc1ccccc1)OCCNC(=O)c1cccc(Cl)c1
    -0.5, -0.7, 8.8, 0.0, -2.2, -0.7, -1.0, -3.1, i, 0.7

(continued)
Every second line gives: STEP block, LMPTP block, SUMO1-SIM PPI, DNMT1 inh, Scp1 inh, SKN-1 block, NadD inh, NRP1-CendR mod, Neddyl block, Tb MetRS inh
COc1ccc(C(=O)Nc2ccc(Nc3ccccc3)cc2)cc1OC
    -0.3, -1.6, 4.2, -20.3, -14.6, -5.8, -4.7, -9.7, i, -0.8
Cc1ccc(NC(=O)CSCC(=O)NC2(C)CCS(=O)(=O)C2)cc1 (stereo unspecified)
    -1.2, -6.3, -0.4, -3.0, -9.3, 6.6, -3.4, -3.9, i, -0.1
COc1ccc(OC)c(NC(=O)COC(=O)CCCN=C2NS(=O)(=O)c3ccccc32)c1
    2.9, -0.5, 1.4, 1.7, -6.7, -2.9, -3.7, 8.9, i, -0.2
COc1ccc(C2CCCN2C(=S)Nc2ccc(C)cc2Cl)cc1OC (stereo unspecified)
    13.1, 1.2, 0.4, -2.3, -10.4, 5.3, -2.1, 1.8, i, -0.2
Cc1cc(NC(=O)COC(=O)[C@@H](NS(=O)(=O)c2ccccc2)C(C)C)no1
    -2.2, -1.5, 2.2, 3.9, -0.7, -8.3, 4.8, -10.7, i, -0.2
O=S(=O)(/N=C(/Nc1ccccc1F)c1ccccc1)c1ccccc1
    -3.4, -2.8, 3.9, 0.8, -8.5, 15.9, -4.3, 0.1, i, 0.7
C=CCNC(=S)N/N=C/c1ccc(C(F)(F)F)cc1
    1.9, 2.1, -5.0, 2.1, 15.6, 12.5, 0.4, -4.7, i, -0.4
CC(C)CNc1ncnc2[nH]ncc12
    -1.5, -4.5, -4.0, -34.5, -6.8, 4.7, 1.6, -25.3, i, -0.5
C(=C\n1nnc2ccccc21)/c1ccc[nH]1
    -2.8, 24.5, 13.6, 40.0, -2.7, -6.5, 15.7, -80.2, i, 0.0
O=c1[nH]c(SCc2n[nH]c(=S)n2-c2ccccc2)nc2sc3c(c12)CCC3
    -12.8, -0.9, 6.9, -3.1, 7.7, -2.8, 15.1, -9.3, i, -0.1
COc1ccc(S(=O)(=O)Nc2ccc(-n3cnnn3)cc2)cc1[N+](=O)[O-]
    1.9, -0.2, -6.7, 9.8, 8.5, -7.7, -5.4, -5.1, i, 0.1
O=S1(=O)NC[C@]23C[C@H](c4ccc(F)cc4)[C@@H](C[C@@H]21)O3
    -0.8, -1.8, 0.2, -0.2, 0.6, 5.3, -2.0, -9.5, i, -0.1
Cc1cc(C)c(NC(=S)NC(NC(=O)c2ccccc2)C(Cl)(Cl)Cl)c(C)c1 (stereo unspecified)
    2.1, -0.8, -1.1, -8.5, 0.6, 13.9, 3.0, -8.6, i, -1.4
OCCC1CN(Cc2cccn2-c2ccccn2)CCN1C1CCCC1 (stereo unspecified)
    -4.5, 0.8, -0.2, -0.2, -11.6, -0.5, -4.0, -11.6, i, 0.3
CCn1c(N)c(C(=O)NCc2ccc3c(c2)OCO3)sc1=S
    0.9, 2.2, -19.9, -1.6, -13.2, -13.0, 2.4, -3.6, i, -0.6
C=CCn1c(SCC(=O)Nc2nc3ccccc3s2)nnc1-c1ccccc1O
    1.1, 1.7, 6.5, -2.3, -4.5, -0.9, 3.5, 1.3, i, -0.8
COc1ccc(-c2[nH]ncc2/C=N\NC(=O)c2ccc(Br)o2)cc1OC
    1.8, -0.1, -4.1, -2.4, -8.3, 5.6, -3.7, -11.1, i, -0.2
CN1CCC(=O)N([C@H](COc2ccccc2)Cc2ccccc2)CC1
    0.5, -1.8, -4.2, 5.1, -0.2, -0.4, 0.2, 11.4, i, -0.2
Nc1ccc2oc(C3CCCCC3)nc2c1
    -2.7, -3.0, 0.9, -0.6, 0.6, 0.6, -5.5, -10.0, i, -0.3
O=C(Nc1ccc2c(c1)OCO2)c1cnc2n(c1=O)CCS2
    -0.4, 0.0, -6.5, -6.1, -6.5, 1.9, 11.0, 12.8, i, -0.7
Cc1cccc(C)c1NC(=S)N1CCCCCC1
    -0.2, -1.6, -0.3, 1.3, 6.2, -1.5, -6.5, -0.3, i, 0.4
O=C(Cc1ccc(F)cc1)N1CCOCC1
    -1.7, -0.4, 0.9, 3.2, 3.0, -5.6, -1.3, -9.6, i, 0.7
O=C(CSCc1ccc(F)cc1)Nc1ccc(N2CCOCC2)cc1N1CCOCC1
    -2.2, 0.4, 0.5, -1.8, 0.7, 12.0, -0.8, -5.0, i, -0.7
O=C(NCCCn1ccnc1)C(=O)Nc1ccccc1
    -0.8, -1.6, 2.5, -0.2, -7.4, -6.8, -7.4, -10.0, i, -0.6
COc1ccccc1CN(C)C(=O)C(c1ccccc1)c1ccccc1
    -1.6, 0.3, 0.2, 1.5, -13.6, 8.4, -2.6, 7.6, i, -0.7
O=C(CCC(=O)NC12CC3CC(CC(C3)C1)C2)NC1CCCCC1
    -1.0, -1.3, 0.9, -1.0, 0.8, -5.7, -2.4, 1.7, i, -0.5
COc1ccccc1-n1cnc2sc(-c3ccccc3)cc2c1=O
    0.7, 2.2, 10.7, -4.5, -13.9, 1.0, -5.2, 3.2, i, -0.5
O=C(c1cccs1)N1CCN(C2CCN(Cc3ccccc3)CC2)CC1
    -2.0, -4.5, 1.5, 3.2, 0.2, 0.8, 1.3, 1.2, i, -0.6
CC(=O)C1=C(O)C(=O)N(CCC(=O)O)C1c1cccc(F)c1 (stereo unspecified)
    0.5, -0.9, 3.6, -4.7, -2.7, 4.7, 3.3, 2.0, i, -1.4
O=C(NCC1CCCO1)c1cccc(N2CCCC2=O)c1 (stereo unspecified)
    -0.3, -0.1, -1.6, -1.5, 11.3, -19.4, 11.1, 16.6, i, -0.8
C=CCn1c(=O)c(C(C)=O)cn(N(C)c2ncc(C(F)(F)F)cc2Cl)c1=O
    -4.0, -1.1, -0.7, 2.8, -3.3, 4.2, -11.9, -0.6, i, -1.6
O=C(COC(=O)c1cc([N+](=O)[O-])ccc1N1CCOCC1)NCc1ccc(Cl)cc1Cl
    -0.6, 3.2, -26.7, 0.6, -10.7, 6.1, -8.9, 3.4, i, 2.8
